From PubChem
M4 antag: CHRM4 antagonism in calcium assay | P08173 | CHO-hM4 cells, ACh EC80, Fluo-8 calcium fluorescence | inhibition, % at 3 µM | 0.73% of 360,000 active;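 active = inhibition above its plate's cutoff, the mean inhibition of sample wells plus 3 SD, cut at about 27% in these data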;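 also: 0% = acetylcholine EC80 with DMSO and 100% = DMSO without agonist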
M5 ag: agonists of human muscarinic M5 receptor (CHRM5) | P08912 | CHO-K1 hM5 cells, Fluo-8 calcium fluorescence; 0% DMSO wells, 100% maximal acetylcholine response | activation, % at 3 µM | 0.19% of 360,000 active | AID 624037;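 active = activation above the run's mean over test compounds plus 3 SD, cut at about 23% in these data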;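 also: signal is peak over basal fluorescence ratio across the kinetic read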
Target sequence (P08912 whole entry, looked up): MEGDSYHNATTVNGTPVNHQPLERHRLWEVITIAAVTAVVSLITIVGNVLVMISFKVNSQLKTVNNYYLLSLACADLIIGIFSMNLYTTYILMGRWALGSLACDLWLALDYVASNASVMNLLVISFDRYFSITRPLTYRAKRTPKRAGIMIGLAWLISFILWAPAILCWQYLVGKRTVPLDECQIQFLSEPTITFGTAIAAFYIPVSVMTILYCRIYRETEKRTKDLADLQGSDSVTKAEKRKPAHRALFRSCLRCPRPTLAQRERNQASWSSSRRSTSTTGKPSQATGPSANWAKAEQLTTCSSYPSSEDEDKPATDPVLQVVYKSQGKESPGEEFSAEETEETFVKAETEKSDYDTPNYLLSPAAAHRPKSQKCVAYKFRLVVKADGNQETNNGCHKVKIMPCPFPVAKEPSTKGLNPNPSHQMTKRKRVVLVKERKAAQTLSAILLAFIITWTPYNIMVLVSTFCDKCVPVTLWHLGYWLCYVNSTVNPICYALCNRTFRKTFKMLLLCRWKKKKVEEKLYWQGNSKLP
CHRM4 PAM: potentiates acetylcholine response at human M4 receptor; AID 624126; CHO-K1 hM4/Gqi5, Fluo-8 calcium fluorescence, ACh EC20; 0% = ACh EC20, 100% = maximal ACh; activation, % at 3 µM; 0.4% of 360,000 active; P08173;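 active = activation above its plate's cutoff, the mean activation of sample wells plus 3 SD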; also: some results filed as inactive read as strong as hits
CHRM1 antagonist: human CHRM1 antagonism; CHO-K1 hM1, Fluo-8 calcium fluorescence, ACh EC80 antagonist; inhibition, % at 3 µM; 1.3% of 360,000 active; AID 588852;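 active = percent inhibition above its own plate's cutoff, namely the mean of that plate's compound wells plus 3 SD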;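 also: peak over basal fluorescence ratio during 140 s after agonist addition; 0% = ACh EC80 plus DMSO and 100% = DMSO alone without agonist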
M5 antag: antagonists of human muscarinic M5 receptor (CHRM5). inhibition, % at 3 µM. P08912. 0.59% of 360,000 active. CHO-hM5 cells, Fluo-8 calcium fluorescence, ACh EC80;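 active = inhibition above a per-plate cutoff, the mean of that plate's test compounds plus 3 SD, cut at about 27% in these data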;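 also: 0% = acetylcholine EC80 with DMSO and 100% = DMSO without agonist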
CRFR2-BP ag: CRF-BP/CRF-R2 complex agonism | 0.46% of 350,000 active | HEK293 CRF-R2/CRF-BP, calcium dye fluorescence (FLIPR); percent of saturating CRF peptide response | activation, % at 13.2 µM | AID 588473;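 active = activation of at least 50%, plus an integration ratio under a set limit after plate pattern correction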;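 also: plate controls were neutral control wells without compound for no effect and CRF at EC100 for full effect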
CHRM1 PAM: potentiates human M1 receptor response to acetylcholine; activation, % at 3 µM; CHO-K1 hM1, Fluo-8 calcium fluorescence, ACh EC20; 0% = ACh EC20, 100% = maximal ACh; 0.088% of 360,000 active; P11229; in the data active = activation above about 19%, passing the limit was not always enough
CHRM5 PAM: positive allosteric modulators of human muscarinic M5 receptor; P08912; CHO-K1 hM5, Fluo-8 calcium, ACh EC20 PAM; 0% = ACh EC20, 100% = ACh EC100; activation, % at 3 µM; 0.3% of 360,000 active;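 active = activation above the run cutoff, the mean activation of all test compounds plus 3 SD, cut at about 18% in these data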
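System – CHO-K1 hM5 cells · Compound – 3 µM, single dose · Incubation – compound preincubation 140 s before EC20 acetylcholine addition · Technique – Fluo-8 calcium fluorescence · Measure – Max/basal fluorescence ratio as % of EC20–EC100 ACh window · Benchmarks – low control EC20 acetylcholine (0%), high control EC100 acetylcholine (100%) · Replication – singlicate, one well per test compound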
CHRM4 agonist: agonists of human muscarinic M4 receptor (CHRM4); P08173; CHO-K1 hM4/Gqi5, Fluo-8 calcium fluorescence; vehicle 0%, full acetylcholine response 100%; activation, % at 3 µM; 0.14% of 360,000 active; AID 624127;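 active = activation above the run mean over all test wells plus 3 SD, cut at about 32% in these data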;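 also: peak over basal fluorescence ratio per well then scaled between controls; 0% = DMSO wells and 100% = acetylcholine at EC100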
Starred values were filed as active, the others as inactive; x = not tested or not shown. This is a random part of the collection (roughly 2.8% active in at least one column).

SMILES	M4 antag	M5 ag	CHRM4 PAM	CHRM1 antagonist	M5 antag	CRFR2-BP ag	CHRM1 PAM	CHRM5 PAM	CHRM4 agonist
Cc1ccc(NC(=O)C(=O)C2C(=O)Nc3ccccc32)cc1 (centres undefined)	0	0	5	-10	6	-4.0	6	1	0
COc1ccccc1CNC(=O)c1cnn2c(C(F)F)cc(C)nc12	-11	-3	-1	-22	3	0.7	3	0	2
CCOc1ccc(C(F)(F)F)cc1NC(C)=O	5	-6	4	-24	-2	0.9	10	-1	0
COCCOC(=O)C1=C(N)OC2=C(C(=O)CC(C)(C)C2)C1c1ccncc1 (centres undefined)	4	1	-3	-5	3	4.4	11	1	1
Cc1ccc(OCC(=O)Nc2ccc(N3CCN(S(C)(=O)=O)CC3)cc2)cc1C	-6	-1	0	-6	1	-1.0	12	5	3
CN(CC(=O)N1CCN(Cc2ccccc2)CC1)S(=O)(=O)c1cccc2nsnc12	-3	7	-1	1	3	-1.8	6	-1	4
CC(=O)C1(C)N(O)C(C)(C)C(c2cccs2)=[N+]1[O-] (centres undefined)	9	-2	0	0	-8	-0.7	11	1	1
COc1ccc(/C=N/NC(=O)c2ccco2)cc1Cn1nc(C)c([N+](=O)[O-])c1C	-17	-6	3	-5	1	-1.6	0	2	5
Cc1cc(S(=O)(=O)N(Cc2ccccn2)Cc2ccco2)ccc1-n1cnnn1	0	1	2	-25	2	0.2	7	-8	0
CCC(=O)Nc1nc2c(s1)COc1ccccc1-2	-5	1	-5	-2	8	1.7	-3	-10	10
O=C(COc1ccc([N+](=O)[O-])cc1)NCCc1nc2ccccc2[nH]1	-5	-2	-5	-12	5	0.2	3	-6	0
Nc1ccc(Oc2ccccc2-c2ccccc2)cc1	9	8	-10	-8	0	13	7	8	9
COc1cccc(/C=C2/C(=O)NN(c3ccc(Br)cc3)C2=O)c1O	14	1	0	-4	13	-0.9	-2	-8	1
C/C(=N\Nc1nc2c(s1)CCCC2)c1ccccc1	-8	-11	2	-17	-1	0.6	11	2	1
CN(C)c1ccc(-c2ccnc3c2CC(C)(C(=O)NCC2CCOCC2)O3)cc1 (centres undefined)	3	-1	1	-1	3	x	4	1	0
CC(=NCC1CCCO1)C1=C(O)CC(C)(C)CC1=O (centres undefined)	-11	0	-3	-5	12	1.4	-1	-3	1
O=C(NNc1ccc([N+](=O)[O-])cc1)Nc1ccccc1	7	2	-3	-4	12	1.1	2	-9	1
O=c1[nH]c(NCCCO)nc2c1C1(CCCC1)Cc1ccccc1-2	9	10	9	14	-2	1.5	-3	1	4
CCOc1cc(C#N)c(NC(=O)Cn2nnc3ccccc32)cc1OCC	8	5	3	-10	-8	-0.8	9	5	0
O=C1ON=C(c2ccc([N+](=O)[O-])cc2)/C1=C/c1ccccc1O	-1	-5	-1	-10	-1	10	8	1	1
O=C(NNC(=S)Nc1ccccc1Cl)c1ccccc1Cl	-2	2	0	-12	8	-0.9	7	3	5
CCOC(=O)C1C(=O)NC(c2ccccc2)=NC1c1ccc(F)cc1 (centres undefined)	-1	-2	7	-6	-4	0.1	5	4	1
O=C(c1ccc(Cl)c(Cl)c1)N1CCC(=O)N([C@H](COCc2ccccc2)Cc2ccccc2)CC1	1	-1	5	x	-5	x	x	2	4
O=S(=O)(c1cccs1)N1CCN(c2ncccn2)CC1	14	-3	-4	-3	10	0.2	3	-4	3
CCc1cccc2c(C(=O)C(NCCOC)c3ccccc3)c[nH]c12 (centres undefined)	2	1	0	12	3	-0.3	-4	-4	7
O=C(O)c1ccccc1-c1nc2cc(Cl)ccc2c(=O)n1O	-2	-2	1	-1	-20	-0.6	1	6	0
COc1ccc(CN(C)C(=O)CNC(=O)c2sc3ccccc3c2Cl)c(OC)c1	-13	0	-5	6	4	-0.6	-9	-8	9
CCC(=O)NCCN1CCN(C(=O)CC)CC1	-8	0	7	-4	5	-1.1	12	-2	0
COc1ccc2c(c1)OC[C@H]1[C@H]2N2C(=O)CN(Cc3ccccc3)C(=O)[C@@]2(C)[C@H]1c1ccccc1	-12	2	13	-5	10	4.0	8	2	7
CN(C)C(=O)COC(=O)c1cccc(S(=O)(=O)Nc2ccc(OCc3ccccc3)cc2)c1	-4	-1	1	-16	0	-1.8	10	0	9

The closing seven records of the part above lead into the next.
SMILES	M4 antag	M5 ag	CHRM4 PAM	CHRM1 antagonist	M5 antag	CRFR2-BP ag	CHRM1 PAM	CHRM5 PAM	CHRM4 agonist
O=S(=O)(c1cccs1)N1CCN(c2ncccn2)CC1	14	-3	-4	-3	10	0.2	3	-4	3
CCc1cccc2c(C(=O)C(NCCOC)c3ccccc3)c[nH]c12 (centres undefined)	2	1	0	12	3	-0.3	-4	-4	7
O=C(O)c1ccccc1-c1nc2cc(Cl)ccc2c(=O)n1O	-2	-2	1	-1	-20	-0.6	1	6	0
COc1ccc(CN(C)C(=O)CNC(=O)c2sc3ccccc3c2Cl)c(OC)c1	-13	0	-5	6	4	-0.6	-9	-8	9
CCC(=O)NCCN1CCN(C(=O)CC)CC1	-8	0	7	-4	5	-1.1	12	-2	0
COc1ccc2c(c1)OC[C@H]1[C@H]2N2C(=O)CN(Cc3ccccc3)C(=O)[C@@]2(C)[C@H]1c1ccccc1	-12	2	13	-5	10	4.0	8	2	7
CN(C)C(=O)COC(=O)c1cccc(S(=O)(=O)Nc2ccc(OCc3ccccc3)cc2)c1	-4	-1	1	-16	0	-1.8	10	0	9
COCCCn1c(=O)c2ccccc2n(Cc2ccc(C)cc2)c1=O	-5	0	-1	-10	5	1.2	10	3	0
CC1(C)OC(c2ccccc2)=C/C(=C/C=N/NC(=O)c2ccncc2)O1	6	-1	0	-4	-2	-0.5	5	5	4
CCOC(=O)c1cc(C#N)c(=S)[nH]c1C	0	3	4	-10	6	0.8	12	5	1
Cc1cc(C(=O)NC2CCCc3c2cnn3-c2cccc(C)c2C)c(C)o1 (centres undefined)	6	4	-9	23	11	-0.2	-10	-14	12
CCc1ccc(OCc2nnc(SCC(=O)NCc3ccco3)o2)cc1	-1	-10	5	23	4	-2.3	-3	-10	-1
COCCNC(=O)C(c1ccc(C)o1)N(Cc1ccccc1)C(=O)Cn1nnc2ccccc21 (centres undefined)	-8	-3	-3	-4	1	-1.0	4	-7	2
C[C@H](NC(=O)C1CC(=O)N(c2ccc3c(c2)OCO3)C1)C(=O)NC1CCCC1 (some centres undefined)	-8	-3	-4	1	10	-0.3	1	-5	0
CCN=C1SC(CC(=O)NCC)C(=O)N1CC (centres undefined)	-14	-3	8	-26	-9	-1.3	0	0	0
CCCc1cc(=O)[nH]c2nnc(SCC(=O)NC3CCCC3)n12	5	1	-2	10	4	0.8	-4	0	0
CC(=O)c1cccc(NC(=O)NC2CCCCCCC2)c1	-9	2	0	-5	6	0.1	7	-6	6
CC(=O)NC(Cc1ccc(F)cc1)C(=O)NC1CCN(C(=O)Nc2ccc(F)cc2)CC1 (centres undefined)	2	-2	1	-10	0	1.0	11	8	1
O=C1CC(c2cccc(F)c2)SC(N(c2ccccc2)c2ccccc2)=N1 (centres undefined)	9	0	0	-2	0	-0.6	2	-5	-1
O=C(Nc1sc2c(c1C(=O)O)CCC2)c1ccccc1F	4	2	-3	-12	4	-3.1	7	6	-1
Cc1ccc(-c2nn(-c3ccccc3)cc2/C=C/C(=O)OCC(=O)NC2CC2)o1	9	7	-15	19	20	-0.8	-7	-23	22
CC(CCc1ccccc1)N1CCN(C)CC1 (centres undefined)	1	-5	2	-7	-6	4.1	9	1	1
O=C(CSC1CCCCC1)Nc1nccs1	-14	-1	-1	-26	-1	1.4	9	-9	6
Cc1cccc(-c2c3c(=O)n(C)c(=O)n(C)c3cn2CC2CCCO2)c1 (centres undefined)	-5	0	5	-7	1	0.1	5	-8	1
O=C1c2cccc3cccc(c23)C(=O)N1Nc1ccccc1	-4	1	7	9	4	1.0	-1	0	3

Individual results from the results shown.
O=C(CSC1CCCCC1)Nc1nccs1 | CHRM4 agonist: 6
CC(=O)NC(Cc1ccc(F)cc1)C(=O)NC1CCN(C(=O)Nc2ccc(F)cc2)CC1 (centres undefined) | CRFR2-BP ag: 1.0
O=C1c2cccc3cccc(c23)C(=O)N1Nc1ccccc1 | M4 antag: -4
O=C(Nc1sc2c(c1C(=O)O)CCC2)c1ccccc1F | CHRM5 PAM: 6
CC(CCc1ccccc1)N1CCN(C)CC1 (centres undefined) | CHRM4 agonist: 1
